High-throughput results from PubChem BioAssay.
GSK3 alpha inh – blockers of GSK3A enzyme activity – biochemical, luminescence, cell-free homogeneous, HTS, primary screen | 320,000 tested, 0.1% active | Glycogen synthase kinase-3 alpha (Homo sapiens), P49840 | inhibition, % at 10 µM | GSK-3 alpha kinase, ADP-Glo luminescence, 60 min;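 in the data active means inhibition above about 50%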;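 further: GST-tagged GSK-3 alpha with peptide substrate and 25 µM ATP; 0% = DMSO neutral wells and 100% = GW8510 positive control wells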
Target sequence (P49840 whole entry, looked up): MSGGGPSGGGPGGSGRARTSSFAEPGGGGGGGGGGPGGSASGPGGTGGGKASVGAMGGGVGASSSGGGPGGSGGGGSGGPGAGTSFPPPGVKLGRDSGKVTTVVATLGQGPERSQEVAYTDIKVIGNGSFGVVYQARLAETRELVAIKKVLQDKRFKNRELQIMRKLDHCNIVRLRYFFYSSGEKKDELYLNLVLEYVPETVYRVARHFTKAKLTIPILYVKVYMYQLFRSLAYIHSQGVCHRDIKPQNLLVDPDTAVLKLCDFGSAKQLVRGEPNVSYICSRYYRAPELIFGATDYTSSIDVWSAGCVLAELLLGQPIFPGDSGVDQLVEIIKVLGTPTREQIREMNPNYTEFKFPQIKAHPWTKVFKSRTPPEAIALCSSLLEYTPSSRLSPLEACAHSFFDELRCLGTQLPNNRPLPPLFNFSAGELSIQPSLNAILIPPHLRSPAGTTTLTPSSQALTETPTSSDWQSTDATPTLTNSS
KLF5 inh – KLF5 expression inhibitors, primary screen, DLD-1 cells, luminescence. DLD-1 KLF5 promoter-luciferase reporter. inhibition, % at 5 µM. 290,000 tested, 0.23% active. AID 1700, 2009;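 active means inhibition above a per-plate limit of that plate's mean compound inhibition plus 3 SD, cut at about 60% in these data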;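 further: 0% = DMSO wells and 100% = LY294002 at 200 µM; higher means less KLF5 promoter-driven luciferase light; inactives centre near -14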
PolyA inhibitor – polyadenylation inhibitors in yeast reporter cells, primary screen, luminescence, S. cerevisiae. S. cerevisiae SKY197-pL101 polyadenylation reporter, beta-gal luminescence; efflux-impaired pdr1/pdr3 knockout yeast; score 100 = 6 SD above DMSO. calls only at 12 µM. 300,000 tested, 0.02% active. AID 1875, 2009;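 active means lowest replicate activity score at least 50, where 100 means six control SD above control mean; inconclusive means lowest score under 50 but half or more replicates reach 50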;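 further: yeast exposed to compound for 9 h at 30 °C; higher score means more reporter readthrough which indicates perturbed polyadenylation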
IEC-6 tox – cytotoxicity in IEC-6 intestinal epithelial cells, primary screen, cytotoxicity control for KLF5 inhibitor project, cell-based, luminescence. IEC-6 cytotoxicity, luminescence viability. inhibition, % at 5 µM. AID 1825, 2009. 290,000 tested, 0.78% active; in the data active means inhibition above about 22%;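 further: 0% = plate median of test compound wells and 100% = cytotoxic reference compound wells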
HSF1 inhib – HSF1 inhibitors in luciferase reporter cells, primary screen, cell-based, NIH3T3, luminescence. NIH3T3-HGL HSE-luciferase, MG132-induced, luminescence 8 h; stronger effect = lower value. activity change, negative = inhibition, % at 7.5 µM (by protocol). 300,000 tested, 0.77% active;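 active means more than half of replicate wells show activity change below -50%, luminescence cut by over half; inconclusive means some wells, but at most half, below -50%; inactive means no replicate well below -50%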;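 further: luciferase reports HSF-1 transcriptional activity via heat shock element; 0% = median of DMSO wells and -100% = zero luminescence signal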
HSF-1 act – HSF-1 activators, primary screen, NIH3T3-HGL cells, MG132 stress, luminescence, single point. activation, % at 9 µM. NIH3T3-HGL HSF-1 luciferase reporter, 8 h; 100% = twice DMSO control signal. 300,000 tested, 1.7% active. AID 504408, 2011;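 active means mean replicate activation of at least 50% with a set share of replicates each reaching 50%; inconclusive means only one of those two conditions met; inactive means mean below 50% and too few replicates reaching it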;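 further: 0% = median of the neutral control wells and 100% = twice that signal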
aSyn UTR inh – MLPCN primary screen, SNCA 5' untranslated region. alpha-synuclein 5'UTR reporter, inhibitor activity. inhibition, % (tested at 7.5 µM). 300,000 tested, 0.82% active; in the data active means inhibition above about 60%; inconclusive means no clear call, values can overlap the other calls;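 further: H4 neuroglioblastoma cells stably carrying SNCA 5'UTR luciferase fusion; 0% = DMSO wells and 100% = positive control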
HSP90 inh – HSP90 inhibitors, primary screen, cell lysate, luminescence. Heat shock protein HSP 90 (rabbit reticulocyte lysate; luciferase refolding). Rabbit reticulocyte lysate, luciferase refolding luminescence, 3 h. inhibition, % at 5.6 µM. 290,000 tested, 0.91% active. AID 1789, 2009;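 active means inhibition above the screen-wide mean plus 3 SD, computed separately per campaign, cut at about 16% in these data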;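 further: 0% = DMSO wells and 100% = 60 µM geldanamycin wells; inhibitors lower the luminescence because luciferase stays unfolded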
GSK3beta inhib – human GSK3beta kinase inhibitors, primary screen, biochemical, cell-free homogeneous, HTS | 300,000 tested, 0.038% active | GST-GSK3beta kinase, ADP-Glo luminescence, 60 min; stronger effect = lower value | activity score (negative = inhibition), % at 10 µM;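 active means more than half of replicate wells score below -50%, meaning over 50% inhibition versus plate controls; inconclusive means some replicates but at most half score below -50%; inactive means no replicate scores below -50%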;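 further: 0% = median DMSO wells and -100% = median GW8510 positive control wells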
Target sequence (P49841 whole entry, looked up): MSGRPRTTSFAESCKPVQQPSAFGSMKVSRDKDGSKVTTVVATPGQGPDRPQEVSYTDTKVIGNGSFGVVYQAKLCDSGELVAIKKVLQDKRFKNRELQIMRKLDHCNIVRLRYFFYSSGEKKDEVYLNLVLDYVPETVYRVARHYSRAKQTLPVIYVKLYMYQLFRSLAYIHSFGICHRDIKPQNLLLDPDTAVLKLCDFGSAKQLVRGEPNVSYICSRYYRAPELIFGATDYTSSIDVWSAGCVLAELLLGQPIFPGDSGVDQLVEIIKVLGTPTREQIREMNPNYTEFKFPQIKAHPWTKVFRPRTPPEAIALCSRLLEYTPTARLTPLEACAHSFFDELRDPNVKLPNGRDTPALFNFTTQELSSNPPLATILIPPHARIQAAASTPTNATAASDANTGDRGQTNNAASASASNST
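test system = GST-tagged human GSK3beta kinase, cell-free | reagent = 25 µM ATP with peptide substrate | dosing = one dose of 10 µM per compound | schedule = 60 min reaction, RT | detection = luminescent ADP-Glo measurement of ADP formed | control set = DMSO neutral wells and GW8510 at 20 µM as positive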
AI-2 QS modul – Vibrio harveyi AI-2 quorum sensing modulators, primary screen, JMH597 strain, luminescence/OD600 ratio; 300,000 tested, 0.4% active; Vibrio harveyi JMH597 AI-2 luminescence/OD600 ratio, 9 h; stronger effect = lower value; strain lacks LuxN and CqsS sensors; 0 = neutral-control median; activity change, % at 7.5 µM; AID 2094, 2009; in the data active means activity change below about -75%, passing the limit was not always enough; inconclusive means no clear call, values can overlap the other calls;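 further: luminescence divided by OD600 gain over 9 h not by final OD600 alone; inactives centre near 13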
* = called active by the depositor; i = inactive; u = inconclusive; x = not tested or not shown; & = joins results of further samples. An excerpt (hit frequency here may not be typical).

SMILES	GSK3 alpha inh	KLF5 inh	PolyA inhibitor	IEC-6 tox	HSF1 inhib	HSF-1 act	aSyn UTR inh	HSP90 inh	GSK3beta inhib	AI-2 QS modul
CCOc1ccc(Oc2c(/C=N/NC(=O)C3CC3)c(C)nn2-c2ccccc2)cc1	-6.7	6.0	i	-7.7	5.8	8.2	19.5	3.8	3.6	30.1
Cc1ccc(/C=N/Nc2nncc(-c3ccccc3)n2)o1	-0.6	-58.8	i	-2.5	2.5	0.7	-99.1	-3.2	-2.2	38.4
Cc1onc(C(=O)Nc2sc3c(c2C#N)CCCC3)c1[N+](=O)[O-]	4.0	-20.0	i	-2.4	7.0	13.0	-16.8	8.0	1.0	9.6
COc1cc2c(cc1OC)C(COc1ccccc1OC)N(C(=O)C(C)C)CC2 (stereo unspecified)	x	-39.3	i	-2.4	-1.7	5.3	-9.8	-0.6	-4.5	26.3
CSCc1ccc(C(=O)NC2CC(C)(C)Cc3c2cnn3-c2ccc(F)cc2)o1 (stereo unspecified)	-0.7	-32.1	i	8.1	-35.6	-50.1	-5.4	-0.2	2.1	32.0
COc1ccc(CNC(=O)C(=O)NCCC2CCCCN2S(=O)(=O)c2ccc(C)cc2)cc1 (stereo unspecified)	0.9	x	i	x	7.4	6.8	21.2	x	4.4	19.2
COc1ccccc1N1CCN(C(=O)CCCn2nc(C)c([N+](=O)[O-])c2C)CC1	0.5	-9.2	i	0.3	1.7	-5.3	-8.7	2.9	0.7	11.9
CCOc1cc2[nH]c(=O)n(CCCC(=O)NCc3ccco3)c(=O)c2cc1OCC	-0.3	1.8	i	1.0	-1.7	14.7	27.7	2.3	-1.1	19.7
O=C(CN1CCN(C(=O)c2ccco2)CC1)Nc1ccc(F)cc1F	-3.0	-12.4	i	-4.5	9.3	5.6	-42.8	0.3	1.3	17.9
CCO[C@H]1OC(C(=O)NC2CC2)=C[C@@H](c2ccc3c(c2)OCO3)[C@@H]1CCCO	-3.8	-9.1	i	9.1	-0.5	6.7	18.2	11.4	6.9	0.6
CCOc1ccccc1N1CC(C(=O)N2CCOCC2)CC1=O (stereo unspecified)	-0.1	-8.0	i	1.1	-1.5	6.3	7.0	-1.3	-0.1	2.7
Cc1cccc(C)c1NC(=S)N(CCN(C)C)Cc1cccs1	0.1	-25.8	i	3.5	-7.8	-8.3	13.1	-1.2	-0.2	22.0
COc1cc(/C=N/N(C)S(=O)(=O)c2ccc(C)cc2)cc([N+](=O)[O-])c1O	-1.7	-27.6	i	-5.1	6.0	21.5	4.4	-1.6	-1.0	18.9
Cc1ccccc1-n1c(SC(C)C(=O)N2CCN(C)CC2)nc2ccccc2c1=O (stereo unspecified)	1.5	-31.0	i	2.7	-2.1	-3.6	22.9	-0.1	-3.9	15.1
O=C(CSc1nncn1-c1ccccc1)NC1CCCC1	1.0	-11.0	i	-2.2	-2.4	-15.2	-2.9	-3.6	1.2	15.2
CCOC(=O)c1c(NC(=S)NCC2CCCO2)sc(C)c1C (stereo unspecified)	-4.7	-10.8	i	2.9	5.7	21.3	-14.9	2.5	0.6	14.4
Cc1nc2ccccn2c1/C(O)=C1\C(=O)C(=O)N(CCCn2ccnc2)C1c1ccncc1 (stereo unspecified)	0.5	-9.5	i	-2.1	-5.1	-13.0	2.5	-2.7	-0.6	14.6
O=C1OC2(CCCCC2)OC(=O)C1=CNc1nccs1	-2.8	4.1	i	-0.5	u	-59.5	0.1	3.3	5.3	13.9
CCc1ccc(NC(=O)c2cc(-c3cccs3)on2)cc1	-1.2	-47.3	i	-3.2	26.9	41.0	-26.4	-4.6	1.6	5.9
COc1cc(OC)c(C(=O)CCCN2CCCC2)c(OC)c1	-1.8	-21.4	i	-2.2	6.5	6.0	2.3	-0.6	1.4	21.8
O=S(=O)(Nc1nc2ccccc2nc1Cl)c1ccc2ccccc2c1	x	-22.5	i	-2.3	-1.1	5.8	0.2	0.6	7.0	1.2
O=C(NC1C=CS(=O)(=O)C1)c1sc2ccccc2c1Cl (stereo unspecified)	43.3	-18.6	i	0.3	15.8	37.2	-58.1	2.5	3.7	-30.6
CN(C)CCCNC(=O)CCc1ncc(C(F)(F)F)cc1Cl	-1.7	0.1	i	2.0	-2.6	-4.9	11.3	-4.5	1.2	15.8
Cc1sc2nc3ccc(NCc4ccco4)nn3c(=O)c2c1C	22.9	8.2	i	-9.2	-1.8	9.1	-118.6	-0.1	2.1	-22.1
COCCC1CCCCN1C(=O)c1cc(COc2ccc(-n3cncn3)cc2)on1 (stereo unspecified)	0.2	-20.4	i	10.4	-5.5	8.3	-31.1	-3.2	1.3	10.0
CCOc1cc(/C=C2/C(=O)ON=C2C)cc(Br)c1O	-2.4	-32.3	i	-4.3	4.7	-6.7	-2.3	8.7	1.7	14.7
CCN(CC)CCN1C(=O)C(O)=C(C(=O)c2cc3cccc(OC)c3o2)C1c1ccc(F)cc1 (stereo unspecified)	3.0	-18.9	i	0.2	-0.7	-2.2	-11.7	-1.6	0.2	-1.1
COc1ccc(S(=O)(=O)N2CCc3ccccc32)cc1C(=O)N(CC(C)C)C1CCS(=O)(=O)C1 (stereo unspecified)	-2.0	x	i	x	-7.2	-7.2	5.8	x	0.1	-6.3
Cc1ccc(C2=Nc3ccccc3N=C(C(Cl)Cl)C2)cc1	-1.6	-77.5	i	8.0	47.0	92.9*	-76.0	14.7	0.8	20.5
Cc1ccc(N2CC(NC(=O)C(=O)c3c[nH]c4ccccc34)CC2=O)cc1C (stereo unspecified)	-0.8	x	i	x	-1.1	2.9	5.8	x	-3.7	4.4
NC(N)=N/N=C/c1cc([N+](=O)[O-])ccc1O	-1.5	-28.6	i	3.3	-12.3	8.7	-17.5	-2.2	0.0	8.0
COc1ccc(NS(=O)(=O)c2cc(NC(=O)c3ccc(C)o3)ccc2N2CCCCC2)cc1	-0.1	19.1	i	3.3	16.1	19.9	-62.1	6.7	1.5	9.9
CCCc1nc2ccccc2c(C(=O)O)c1CC	-1.3	-36.5	i	1.3	-3.4	-5.9	0.9	2.2	-2.2	6.2
CCn1c(=O)c(=O)[nH]c2c(=O)oc3ccc(S(=O)(=O)Nc4ccc(OC)cc4)cc3c21	-2.5	3.3	i	-7.0	-10.0	-25.2	6.4	1.5	-0.7	17.4
COc1cc2c(cc1OC)C(C)N(C(=O)c1sccc1C)CC2 (stereo unspecified)	-1.5	5.6	i	1.2	2.1	-7.8	0.5	3.7	0.2	12.3
O=C(CCCc1c[nH]c2ccccc12)NCc1ccccc1F	-2.2	-20.1	i	-2.8	6.1	2.8	-3.6	-6.9	-1.2	3.8
CN(c1ccccc1)S(=O)(=O)c1cccc(NC(=O)c2cc3ccccc3oc2=O)c1	-4.3	-71.1	i	-3.7	13.0	18.0	-106.0	3.9	-0.6	10.4
CC(CN1CCCC1)OC(=O)Cc1ccc(Cl)cc1 (stereo unspecified)	-2.9	-22.3	i	-2.9	-7.3	6.5	9.7	-1.2	0.1	30.1
CC(C)(C)NC(=O)NC(=O)COC(=O)Cn1cnc2ccccc2c1=O	2.5	9.0	i	-5.4	-9.2	1.6	-8.2	-0.3	2.3	21.3
O=C(NC1CC1)c1cc2cc3ccccc3nc2s1	-0.2	-129.1	i	-4.2	25.4	31.4	-152.4	-4.0	-0.3	24.6
CC(C)OC(=O)/C(=C\c1ccc2c(c1)c1ccccc1n2C)NC(=O)c1ccccc1	x	-65.6	i	9.5	9.0	3.6	-112.8	1.6	-0.6	1.4
Cc1ccnc(Nc2nc(-c3ccc(O)c(O)c3)cs2)c1	8.3	-85.7	i	36.5*	2.1	33.1	-148.3	-2.9	x	x
Oc1ccc2ccccc2c1N=Nc1ccc(F)cc1	2.4	-0.1&2.6	i	10.0&9.0	9.7	0.6	-18.6	4.7&4.4	-2.7	15.8
CCOC(=O)Cc1ccc(NC(=O)c2ccc(C(C)(C)C)cc2)cc1	-0.4	58.7	i	10.7	-31.1	-50.1	103.8*	5.4	-0.3	3.6
Cc1nc2ccccc2c(=O)n1N(c1ccccc1)c1ccccc1	x	-29.0	i	-3.2	0.5	20.4	-5.0	-1.6	6.4	11.0
O=C(Nc1ccncc1)c1cn(-c2ccccc2)nc1-c1cccs1	-1.6	-36.6	i	0.2	8.6	5.9	-51.2	3.5	3.3	23.3
O=[N+]([O-])c1ccc(/C=N/Nc2nc(N3CCOCC3)nc(N3CCOCC3)n2)cc1	0.2	-5.4	i	1.8	2.2	-5.8	12.6	-0.7	-2.7	12.0
O=S1(=O)N=C(N/N=C/c2ccco2)c2ccccc21	-6.9	-4.5	i	-0.3	-8.7	-6.4	-22.9	4.0	-0.1	-8.3
OCC[C@@H]1C[C@@H](O)[C@H](O)[C@]2(CCc3ccccc3O2)O1	-3.8	-13.9	i	-3.1	-4.1	4.3	12.1	-2.2	1.6	5.8
Cc1ccc(S(=O)(=O)N(CC(=O)NCc2ccccc2Cl)C(=O)N2CCN(C)CC2)cc1	-1.0	x	i	x	-5.4	-2.0	10.0	x	3.2	21.2
O=C(CCn1cncn1)N1CCCC(N2CCN(c3cccc(C(F)(F)F)c3)CC2)C1 (stereo unspecified)	0.4	-28.1	i	0.5	1.2	1.4	-9.3	-0.8	0.2	15.1
CCn1c(SCC(=O)c2ccccc2)nc2c(c1=O)SC(C)C2 (stereo unspecified)	3.0	-4.8	i	4.8	19.1	32.2	-1.4	12.1	0.0	15.2
c1ccc2c(c1)ccc1nnc(SCc3ccc4c(c3)OCO4)n12	-0.8	-47.0	i	0.3	15.5	44.1	-21.5	-1.3	-1.7	4.5

Some values from above.
Value of `CCN(CC)CCN1C(=O)C(O)=C(C(=O)c2cc3cccc(OC)c3o2)C1c1ccc(F)cc1` (stereo unspecified) under AI-2 QS modul: -1.1
Value of `Cc1cccc(C)c1NC(=S)N(CCN(C)C)Cc1cccs1` under aSyn UTR inh: 13.1
